MITF act – increases MITF-driven TRPM1 promoter luciferase signal; SK-MEL-5 TRPM1-promoter luciferase, 24 h; % of positive control, neutral wells = 0; activation, % at 12.5 µM; 300,000 compounds, 0.75% hits;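 active means mean activation of at least 80% with every replicate also reaching 80%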;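 further: 0% = neutral control wells and 100% = parthenolide positive control wells; values of inactives mirror those of a sister screen read the other way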
NSD2 HMT inh – NSD2 (human) methyltransferase inhibition | O96028 | NSD2 peptide methylation, AlphaScreen, 120 min | inhibition, % at 12.5 µM | 310,000 compounds, 0.54% hits | AID 743445; in the data active means inhibition above about 50%
V-ATPase pH – yeast V-ATPase proton transport regulation by pHLuorin. AID 504577. response, % at 10 µM. 350,000 compounds, 0.37% hits. S. cerevisiae, pHLuorin cytosolic pH fluorescence; in the data active means response mostly above about 7.3%, no sharp cut-off; inactive means mostly below about 5.4%; further: actives read high; inactives centre near 0; some compounds called inactive have numbers as strong as hits; reference of the scale not given here
HTR5A inv ag – HTR5A inverse agonism, opioid heterodimer counter-screen. HTR5A cell line, luminescence. P47898. inhibition, % at 9.3 µM. 340,000 compounds, 0.083% hits; in the data active means inhibition mostly above about 23%, no sharp cut-off; inactive means mostly below about 18%;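 further: 0% = cells with DMSO and 100% = no-cell wells with DMSO; some compounds called inactive have numbers as strong as hits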
PvdQ inh – blocks Pseudomonas aeruginosa PvdQ acylase activity | purified PvdQ acylase, fluorescence plate reader | inhibition, % at 10 µM | 340,000 compounds, 0.063% hits | AID 488965; in the data active means inhibition above about 30%, passing the limit was not always enough;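 further: 0% = vehicle neutral wells and 100% = reference inhibitor wells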
HTR5A ag – HTR5A agonism, opioid heterodimer counter-screen | activation, % at 9.3 µM | HTR5A agonist assay, luminescence, cell-based | 340,000 compounds, 0.61% hits | AID 504692; in the data active means activation mostly above about 9.5%, no sharp cut-off; inactive means mostly below about 7.6%;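 further: 0% = cells with vehicle only and 100% = reference agonist; strong numbers were not always called active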
CDK5 p35 inh – inhibitors of human CDK5/p35 kinase. AID 488839. Recombinant CDK5/p35, ADP-Glo luminescence, 60 min. Q00535+Q15078. 330,000 compounds, 0.01% hits. inhibition, % at 10 µM;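 active means highest replicate inhibition of at least 50% and at least 75% of replicates reaching 50%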;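 further: plate controls were DMSO neutral control for no effect and GW8510 at 10 µM for full effect; many of its hits are not listed in these tables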
Target sequence (Q00535 whole entry, looked up): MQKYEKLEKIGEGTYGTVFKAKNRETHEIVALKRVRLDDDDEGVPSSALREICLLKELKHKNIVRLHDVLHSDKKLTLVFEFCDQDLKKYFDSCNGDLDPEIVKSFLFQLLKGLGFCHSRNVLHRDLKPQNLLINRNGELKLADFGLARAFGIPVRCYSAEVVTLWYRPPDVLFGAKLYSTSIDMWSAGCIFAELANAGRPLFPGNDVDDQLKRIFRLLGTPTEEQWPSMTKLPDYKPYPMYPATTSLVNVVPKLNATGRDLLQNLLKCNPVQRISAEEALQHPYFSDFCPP
Target sequence (Q15078 whole entry, looked up): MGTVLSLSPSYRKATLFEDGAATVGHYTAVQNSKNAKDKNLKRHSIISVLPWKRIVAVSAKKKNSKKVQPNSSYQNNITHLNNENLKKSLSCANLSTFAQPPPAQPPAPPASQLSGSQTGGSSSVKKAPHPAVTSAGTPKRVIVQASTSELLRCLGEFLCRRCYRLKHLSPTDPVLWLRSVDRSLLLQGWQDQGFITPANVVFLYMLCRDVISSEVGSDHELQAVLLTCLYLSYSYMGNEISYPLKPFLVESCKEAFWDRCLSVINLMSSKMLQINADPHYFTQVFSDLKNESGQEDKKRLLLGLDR
Wnt act – activators of Wnt/beta-catenin signaling; Wnt/beta-catenin reporter cell assay, activator, plate reader; activation, % at 9.35 µM; 300,000 compounds, 1.2% hits; in the data active means activation above about 30%, passing the limit was not always enough;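 further: 0% = neutral control wells and 100% = positive control wells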
dFosB act – activators of mouse delta FosB homodimer | 340,000 compounds, 0.99% hits | purified delta FosB, TAMRA-CDK5 oligo fluorescence polarization; percent of positive-control signal above neutral wells | activation, % at 25 µM | P13346;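 active means mean activation above about 17%, with every replicate also reaching it, limit read from the data, passing the limit was not always enough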;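 further: fluorescence polarization rise as delta FosB binds a TAMRA Cdk5 AP-1 oligo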
Target sequence (P13346 whole entry, looked up): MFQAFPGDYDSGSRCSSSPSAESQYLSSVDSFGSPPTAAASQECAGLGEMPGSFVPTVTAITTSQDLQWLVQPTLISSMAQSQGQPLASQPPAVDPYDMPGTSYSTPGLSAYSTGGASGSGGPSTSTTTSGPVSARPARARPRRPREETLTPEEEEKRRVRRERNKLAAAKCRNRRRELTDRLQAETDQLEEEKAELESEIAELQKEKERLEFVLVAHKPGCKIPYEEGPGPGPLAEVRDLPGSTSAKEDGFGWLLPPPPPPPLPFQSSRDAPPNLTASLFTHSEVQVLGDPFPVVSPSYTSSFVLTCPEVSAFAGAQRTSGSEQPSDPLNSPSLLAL
SR-BI HDL uptake – mouse SR-BI HDL lipid transfer inhibition. Q61009. ldlA[mSR-BI] CHO cells, DiI-HDL uptake fluorescence, 3 h. inhibition, % at 12.5 µM. 320,000 compounds, 0.96% hits;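 active means mean replicate inhibition of at least 70% and a set share of replicates each scoring 70 or more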;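 further: 0% = median of neutral control wells and 100% = median of positive control wells; values of inactives mirror those of a sister screen read the other way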
Active calls of the source: *.

How did COCCNC(=S)N(CCc1c(C)[nH]c2ccc(Cl)cc12)Cc1cccnc1 do in these assays?
MITF act: -2; NSD2 HMT inh: 2; V-ATPase pH: -1; HTR5A inv ag: 1; PvdQ inh: -22; HTR5A ag: 0; CDK5 p35 inh: 0.3; Wnt act: 0; dFosB act: -9; SR-BI HDL uptake: 17

Results for O=C(O)c1cc(/C=C/c2ccc(N3CCOCC3)cc2)nc2ccccc12 ?
MITF act: 6; NSD2 HMT inh: 0; V-ATPase pH: -3; HTR5A inv ag: 32; PvdQ inh: 0; HTR5A ag: 1; CDK5 p35 inh: 0.1; Wnt act: 3; dFosB act: -4; SR-BI HDL uptake: 5

What do the screens show for `COc1cc(/C=C2/SC(=S)N(CC(=O)O)C2=O)ccc1OCC(=O)Nc1ccc(C)c(C)c1`?
MITF act: 5; NSD2 HMT inh: 3; V-ATPase pH: 1; HTR5A inv ag: -7; PvdQ inh: -10; HTR5A ag: 2; CDK5 p35 inh: -0.5; Wnt act: 1; dFosB act: -3; SR-BI HDL uptake: -12

Results for O=S(=O)(NCC(c1ccco1)N1CCOCC1)c1ccc(Cl)cc1 (centres undefined) ?
MITF act: 3; NSD2 HMT inh: -1; V-ATPase pH: -2; HTR5A inv ag: 3; PvdQ inh: -2; HTR5A ag: -1; CDK5 p35 inh: -0.6; Wnt act: 0; dFosB act: 7; SR-BI HDL uptake: 2

What do the screens show for `COc1ccc(NC(C)=O)cc1NC(C)C(=O)Nc1ccccc1F` (centres undefined)?
MITF act: -4; NSD2 HMT inh: 0; V-ATPase pH: 1; HTR5A inv ag: -1; PvdQ inh: -15; HTR5A ag: 0; CDK5 p35 inh: 0.0; Wnt act: -3; dFosB act: 11; SR-BI HDL uptake: -13

How did CC/C(=N\NC(=O)CSc1ncccn1)c1ccc2c(c1)OCCO2 do in these assays?
MITF act: 9; NSD2 HMT inh: -2; V-ATPase pH: 1; HTR5A inv ag: 12; PvdQ inh: 10; HTR5A ag: 2; CDK5 p35 inh: -2.2; Wnt act: -2; dFosB act: -1; SR-BI HDL uptake: -16

What do the screens show for `CCCn1nc(NC(=O)c2ccco2)c2cc3ccccc3nc21`?
MITF act: 15; NSD2 HMT inh: 35; V-ATPase pH: 1; HTR5A inv ag: -3; PvdQ inh: -30; HTR5A ag: 1; CDK5 p35 inh: -1.5; Wnt act: 5; dFosB act: 2; SR-BI HDL uptake: 10

What do the screens show for `COc1ccc(CN=C2NN=C(c3cccc(OC)c3)CS2)cc1`?
MITF act: 59; NSD2 HMT inh: 1; V-ATPase pH: -3; HTR5A inv ag: 20; PvdQ inh: -1; HTR5A ag: -4; CDK5 p35 inh: -1.3; Wnt act: 3; dFosB act: -6; SR-BI HDL uptake: -1

Results for COc1ccc(C2(CNC(=O)c3cccs3)CCOCC2)cc1 ?
MITF act: -19; NSD2 HMT inh: -1; V-ATPase pH: -1; HTR5A inv ag: 5; PvdQ inh: 0; HTR5A ag: -5; CDK5 p35 inh: -6.8; Wnt act: -2; dFosB act: -1; SR-BI HDL uptake: -9

How did CCN(CC)C(=O)c1ccc2c(=O)n(CCOC)c(=S)[nH]c2c1 do in these assays?
MITF act: -1; NSD2 HMT inh: -3; V-ATPase pH: -1; HTR5A inv ag: 2; PvdQ inh: -12; HTR5A ag: -1; CDK5 p35 inh: 0.2; dFosB act: -3; SR-BI HDL uptake: -1

What do the screens show for `N#Cc1ccc(NC(=O)CN2CCN(c3ccccn3)CC2)cc1`?
MITF act: -5; NSD2 HMT inh: -5; V-ATPase pH: 0; HTR5A inv ag: 10; PvdQ inh: -14; HTR5A ag: -3; CDK5 p35 inh: -1.7; Wnt act: 1; dFosB act: -4; SR-BI HDL uptake: -8

What do the screens show for `NS(=O)(=O)c1ccc(NC(=O)COC(=O)COc2ccc(Br)cc2)cc1`?
MITF act: 8; NSD2 HMT inh: 1; V-ATPase pH: 2; HTR5A inv ag: -5; PvdQ inh: -11; HTR5A ag: -2; CDK5 p35 inh: -0.9; Wnt act: -1; dFosB act: -3

Results for Cc1cc(-c2nc(-c3ccc(C(C)(C)C)cc3)no2)no1 ?
MITF act: 100*; NSD2 HMT inh: 0; V-ATPase pH: 1; HTR5A inv ag: -5; PvdQ inh: -14; HTR5A ag: -1; CDK5 p35 inh: 2.0; Wnt act: 3; dFosB act: 6; SR-BI HDL uptake: 25

How did Fc1ccc2cnc(-c3ccccc3F)cc2c1 do in these assays?
MITF act: 27; V-ATPase pH: -1; HTR5A inv ag: -34; PvdQ inh: -12; HTR5A ag: 6; CDK5 p35 inh: -3.6; Wnt act: 12; dFosB act: -3; SR-BI HDL uptake: 22

How did Cc1n[nH]c(C)c1CCCCOc1ccccc1 do in these assays?
MITF act: -4; NSD2 HMT inh: -2; V-ATPase pH: -2; HTR5A inv ag: -2; PvdQ inh: -9; HTR5A ag: 2; CDK5 p35 inh: -0.6; Wnt act: 3; dFosB act: -1; SR-BI HDL uptake: -14

What do the screens show for `CCN=c1scc(-c2ccco2)n1/N=C/c1ccc(O)cc1`?
NSD2 HMT inh: 11; V-ATPase pH: -3; HTR5A inv ag: -4; PvdQ inh: -7; HTR5A ag: 1; CDK5 p35 inh: 0.4; dFosB act: -7

Results for Cc1ccn2cc(C(=O)NC3CCN(Cc4ccccc4)CC3)nc2c1 ?
MITF act: -10; NSD2 HMT inh: 4; V-ATPase pH: -2; HTR5A inv ag: -2; PvdQ inh: 5; HTR5A ag: 1; CDK5 p35 inh: 3.8; Wnt act: -1; dFosB act: -5; SR-BI HDL uptake: 10

What do the screens show for `CC(CCc1ccccc1)NC(=O)C1CCN(c2nnc(-n3cccc3)s2)CC1` (centres undefined)?
MITF act: 20; V-ATPase pH: -1; HTR5A inv ag: -47; PvdQ inh: -9; HTR5A ag: 17; CDK5 p35 inh: -1.9; Wnt act: -4; dFosB act: -4

Results for Cc1ccc(NC(=O)CCNC(=O)Nc2ccccc2)cc1S(=O)(=O)N(C)C ?
MITF act: -8; NSD2 HMT inh: -1; V-ATPase pH: -3; HTR5A inv ag: -3; PvdQ inh: -8; HTR5A ag: 1; CDK5 p35 inh: 2.3; Wnt act: -2; dFosB act: -9; SR-BI HDL uptake: 0

Results for CC1CCc2c(C(=O)NCCCN3CCOCC3)csc2C1 (centres undefined) ?
MITF act: 4; NSD2 HMT inh: 1; V-ATPase pH: -3; HTR5A inv ag: -37; PvdQ inh: -10; HTR5A ag: 14; CDK5 p35 inh: -0.1; dFosB act: -5; SR-BI HDL uptake: 4

What do the screens show for `COc1ccc(Cc2nnc(Nc3ccc(Cl)cc3)[nH]c2=O)cc1`?
MITF act: 5; NSD2 HMT inh: 0; V-ATPase pH: -4; HTR5A inv ag: 1; PvdQ inh: -20; HTR5A ag: 0; CDK5 p35 inh: -0.4; Wnt act: 6; dFosB act: -8; SR-BI HDL uptake: -5

What do the screens show for `COc1ccc(C(=O)CNc2ccc3ccccc3c2)cc1`?
MITF act: -3; NSD2 HMT inh: -7; V-ATPase pH: 1; PvdQ inh: -9; CDK5 p35 inh: 0.5; Wnt act: 4; dFosB act: -15; SR-BI HDL uptake: -10

How did Cc1ccc(S(C)(=O)=N/C=C2\C(=O)c3sccc3N(C)S2(=O)=O)cc1 (centres undefined) do in these assays?
MITF act: -5; V-ATPase pH: 2; HTR5A inv ag: 9; PvdQ inh: 3; HTR5A ag: -3; CDK5 p35 inh: 1.0; Wnt act: 0; dFosB act: -5; SR-BI HDL uptake: -32

Results for CN(C)S(=O)(=O)c1ccc(C(=O)N2CCN(S(=O)(=O)c3cccs3)CC2)cc1 ?
MITF act: -4; NSD2 HMT inh: 9; V-ATPase pH: 1; HTR5A inv ag: 13; PvdQ inh: 1; HTR5A ag: -5; CDK5 p35 inh: 3.7; Wnt act: 0; dFosB act: -4; SR-BI HDL uptake: -4

How did CCOC(=O)CSc1snnc1-c1ccccc1 do in these assays?
MITF act: 4; NSD2 HMT inh: -3; V-ATPase pH: 0; HTR5A inv ag: -10; PvdQ inh: 6; HTR5A ag: 8; CDK5 p35 inh: 2.1; dFosB act: -5; SR-BI HDL uptake: -15

Results for CN(C)C(CNC(=O)c1cc(-c2ccco2)nc2ccccc12)c1ccccc1 (centres undefined) ?
MITF act: -4; NSD2 HMT inh: 1; V-ATPase pH: 3; HTR5A inv ag: 1; PvdQ inh: -14; HTR5A ag: 0; CDK5 p35 inh: -0.2; Wnt act: -5; dFosB act: -16; SR-BI HDL uptake: 5

What do the screens show for `CC(=O)Nc1nc(C)c(-c2csc(Nc3ccc(O)cc3)n2)s1`?
MITF act: -46; V-ATPase pH: -4; HTR5A inv ag: 1; PvdQ inh: 6; HTR5A ag: 0; CDK5 p35 inh: 3.0; dFosB act: -3; SR-BI HDL uptake: 59

What do the screens show for `Nc1nonc1C(=O)NCCNCc1cc(Br)ccc1OCc1ccccc1F`?
NSD2 HMT inh: 0; V-ATPase pH: 2; HTR5A inv ag: 4; PvdQ inh: 1; HTR5A ag: -1; CDK5 p35 inh: 0.5; dFosB act: -1; SR-BI HDL uptake: 8

Results for CC(=O)N(CC(=O)Nc1nn(-c2ccccc2)nc1C(N)=O)Cc1ccccc1 ?
NSD2 HMT inh: -1; V-ATPase pH: 7; HTR5A inv ag: -6; PvdQ inh: -12; HTR5A ag: 2; CDK5 p35 inh: -0.6; Wnt act: 8; dFosB act: 4; SR-BI HDL uptake: -3

How did CCCC(=O)c1ccc(N2CCN(C(=O)c3ccccc3)CC2)c(F)c1 do in these assays?
MITF act: 0; NSD2 HMT inh: -2; V-ATPase pH: -2; HTR5A inv ag: -1; PvdQ inh: -1; HTR5A ag: 0; CDK5 p35 inh: -2.2; dFosB act: -10; SR-BI HDL uptake: 7

What do the screens show for `CC(=C1C(=O)c2ccccc2C1=O)N1CCN(c2ccccn2)CC1`?
MITF act: 2; NSD2 HMT inh: 8; V-ATPase pH: 6; HTR5A inv ag: 4; PvdQ inh: -18; HTR5A ag: 0; CDK5 p35 inh: 0.4; dFosB act: 4; SR-BI HDL uptake: -21

How did O=S(=O)(NCc1cccnc1)c1ccc2ccccc2c1 do in these assays?
MITF act: 3; NSD2 HMT inh: -1; V-ATPase pH: -1; HTR5A inv ag: -1; PvdQ inh: 7; HTR5A ag: -3; CDK5 p35 inh: 0.5; Wnt act: -1; dFosB act: -4

Results for CCc1ccc(-c2cc(C)no2)cc1S(=O)(=O)N1CCN(c2ccc(C(C)=O)cc2)CC1 ?
MITF act: -24; NSD2 HMT inh: 8; V-ATPase pH: 3; HTR5A inv ag: 1; PvdQ inh: 2; HTR5A ag: 4; CDK5 p35 inh: 0.0; Wnt act: -6; dFosB act: -1; SR-BI HDL uptake: 62

Results for Cc1ccc(NC(=O)C(=O)NCCCN2CC(C(=O)O)CC2=O)cc1 (centres undefined) ?
MITF act: 2; NSD2 HMT inh: 1; V-ATPase pH: -1; HTR5A inv ag: -1; PvdQ inh: -5; HTR5A ag: -1; CDK5 p35 inh: -0.8; Wnt act: 1; dFosB act: -5; SR-BI HDL uptake: -12

How did C/C(=N\N=C1\NC(=O)CC(C(=O)O)S1)c1ccc(F)cc1 (centres undefined) do in these assays?
MITF act: 2; NSD2 HMT inh: -2; V-ATPase pH: -2; HTR5A inv ag: 3; PvdQ inh: 7; HTR5A ag: -1; CDK5 p35 inh: 1.8; Wnt act: -1; dFosB act: 5; SR-BI HDL uptake: -9

High-throughput results: PubChem, several laboratories
